High-throughput results as filed in PubChem BioAssay.
HepG2 viability: HepG2 cytotoxicity, counter-screen for TGF-b inhibitors; HepG2 CAGA-GFP viability, ATP luminescence, 18 h; Potency, µM (doses to about 46.1 µM), for inactives: at the highest dose activity change, negative = cytotoxicity, actives largely listed as cytotoxic; hit rate 0.76% among 410,000; AID 588856; note: some results filed as inactive show a strong effect at the top dose
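HepG2 CAGA-GFP cells (1000/well, DMEM with 1% FBS) received compound, then TGF-beta at 500 pg/mL final, and were incubated 18 hours at 37 degrees C. Viability was read by CellTiter-Glo luminescence. Media-only wells were set as complete cell-killing and DMSO as no toxicity.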
A549 viability: counter-screen for Nrf2 inhibitors: cytotoxicity in A549 cells; A549 ARE-Fluc cells, CellTiter-Fluor viability, 18-24 h; Potency, µM (doses to about 46 µM), inactives show at the top dose activity change, negative = cytotoxicity, most hits filed as inhibitors; hit rate 0.16% among 390,000; note: % is set by controls: 0 for no effect and ±100 for the full control effect
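Cytotoxicity counterscreen: CellTiter-Fluor fluorescence was measured in A549 ARE_Fluc cells after 18-24 h of compound exposure in a concentration series. The subsequent BugLite luminescent read reports ARE-luciferase activity.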
ATXN2 expr inh: inhibitors of ATXN2 expression; HEK-293 ATXN2-luciferase reporter, luminescence, 24 h; Potency, µM (doses to about 57 µM), inactives show at the highest dose activity change, negative = inhibition, hits mostly inhibitors; hit rate 0.72% among 360,000; AID 1745845; note: % is set by controls: 0 for no effect and ±100 for the full control effect; nearly all actives have a fitted effect of over 55% in size
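qHTS (up to 57 uM final) was run with 24 h compound exposure of reporter cells at 37 °C. Each well was multiplexed: SteadyGlo luminescence measured ATXN2-luciferase expression after a fluorogenic Gly-Phe-AFC viability readout (25 uM final).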
TGFb inhibitor: inhibitors of TGF-b signaling; HepG2 CAGA-GFP TGF-b/SMAD3 reporter, GFP fluorescence, 18 h; TGF-beta stimulated, 500 pg/mL final; Potency, µM (series often up to 46.1 µM), for inactives: at the top dose activity, negative = inhibition, actives largely listed as inhibitors; hit rate 1.2% among 410,000; note: % is set by controls: 0 for no effect and ±100 for the full control effect; nearly all actives have a fitted effect of over 65% in size
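HEPG2 CAGA-GFP cells (1000/well, DMEM with 1% FBS) were pre-incubated 2 h at 37 degrees C, given compound by pin tool, then stimulated with TGF-beta at 500 pg/mL final for 18 h before per-cell GFP fluorescence imaging.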
Nrf2 activator: Nrf2 pathway activation; AREc32 ARE-luciferase reporter (MCF7-derived line), luminescence, 24 h; Potency, µM (titrated, usually from 46.1 µM), inactives show at the top dose activation, hits mostly activators; hit rate 0.31% among 410,000; AID 624171; note: % of control where 0% means no effect; nearly all actives have a fitted effect of over 65% in size
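Steps: seed AREc32_Fluc cells (1000/well, 5% FBS OPTI-MEM); incubate overnight at 37 deg C; add 23 nL compound; incubate 24 hr; add Steady-Glo; hold 30 min RT; read luminescence.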
MCF10A rerep: inducers of DNA re-replication in MCF 10A breast cells; MCF 10A DNA re-replication, Hoechst nuclear intensity, 48 h; Potency, µM (doses to about 46.1 µM), without a hit: at the highest dose activity, positive = re-replication, usual class: activators; hit rate 2.9% among 350,000; AID 624296; note: % of control where 0% means no effect; nearly all actives have a fitted effect of over 50% in size
Nrf2 inh: inhibitors of Nrf2 signaling. A549 ARE-Fluc reporter, luciferase luminescence, 18-24 h. Potency, µM (doses to about 46 µM), for inactives: at the top dose activity change, negative = inhibition, usual class: inhibitors. hit rate 2.1% among 360,000. AID 504444; note: % is set by controls: 0 for no effect and ±100 for the full control effect; nearly all actives have a fitted effect of over 60% in size
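In this cell-based qHTS, ARE-driven firefly luciferase in A549 cells reports Nrf2 activity; the luminescent signal after BugLite lysis is the measured value, with a prior CellTiter-Fluor read for cell health.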
S2 tox: reduces viability in counter-screen for ATXN expression inhibitors; S2 cells (HEK-293 line with an ATXN2-luciferase reporter) viability, CellTiter-Fluor protease fluorescence, 24 h; Potency, µM (doses to about 56.7 µM), actives largely listed as cytotoxic; hit rate 0.49% among 400,000; AID 651635; note: nearly all actives have a fitted effect of over 40% in size
EPAC2 antag: antagonists of human EPAC2; hit rate 0.18% among 360,000; Potency, µM (doses to about 114 µM), inactives show at the top dose activity, negative = inhibition, most hits filed as inhibitors; Q8WZA2; EPAC2 GEF exchange of Rap1B-BODIPY-GDP, fluorescence; AID 720708; note: % is set by controls: 0 for no effect and ±100 for the full control effect; nearly all actives have a fitted effect of over 45% in size; many of its hits are not listed in these tables
Target sequence (Q8WZA2 whole entry, looked up): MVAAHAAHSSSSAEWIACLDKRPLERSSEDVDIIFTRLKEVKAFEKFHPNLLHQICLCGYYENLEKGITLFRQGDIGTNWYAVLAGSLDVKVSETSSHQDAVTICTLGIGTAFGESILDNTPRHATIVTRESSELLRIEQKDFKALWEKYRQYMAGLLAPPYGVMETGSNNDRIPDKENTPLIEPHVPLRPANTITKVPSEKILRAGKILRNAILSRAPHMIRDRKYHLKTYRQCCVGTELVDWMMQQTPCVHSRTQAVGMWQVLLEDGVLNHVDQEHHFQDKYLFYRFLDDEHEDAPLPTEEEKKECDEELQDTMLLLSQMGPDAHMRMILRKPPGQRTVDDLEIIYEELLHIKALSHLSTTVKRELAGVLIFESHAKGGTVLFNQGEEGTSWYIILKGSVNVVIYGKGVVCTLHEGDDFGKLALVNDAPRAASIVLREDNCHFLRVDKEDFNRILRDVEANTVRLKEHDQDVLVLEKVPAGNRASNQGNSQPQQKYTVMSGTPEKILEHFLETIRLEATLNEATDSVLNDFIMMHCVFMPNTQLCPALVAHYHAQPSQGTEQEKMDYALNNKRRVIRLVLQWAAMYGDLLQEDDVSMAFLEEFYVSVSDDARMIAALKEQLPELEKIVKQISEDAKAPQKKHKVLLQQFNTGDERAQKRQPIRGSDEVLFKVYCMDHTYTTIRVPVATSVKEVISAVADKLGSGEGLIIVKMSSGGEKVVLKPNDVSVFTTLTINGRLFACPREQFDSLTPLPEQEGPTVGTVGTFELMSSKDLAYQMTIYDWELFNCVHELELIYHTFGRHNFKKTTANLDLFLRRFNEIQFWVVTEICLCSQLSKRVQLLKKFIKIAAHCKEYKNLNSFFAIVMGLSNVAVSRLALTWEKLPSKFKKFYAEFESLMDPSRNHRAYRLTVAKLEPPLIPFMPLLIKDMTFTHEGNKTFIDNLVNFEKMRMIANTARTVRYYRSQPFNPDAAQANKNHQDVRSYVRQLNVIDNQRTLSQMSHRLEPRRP
The depositor's hits bear a star; i = inactive; ? = inconclusive; nt = not tested or not shown; [ ] = dose if it differs, or a comment. Calls come from the whole dose curve; as a rule, active = well fitted curve in the direction sought with a large enough effect; inconclusive = small, poorly fitted or top-dose-only effect, or another doubt; inactive = no such curve, though single readings can be large; an effect the other way counts as inactive or inconclusive. Potency is the fitted concentration of half-maximal effect. These rows are one share of the data, so the mix of outcomes need not match the whole.

SMILES | HepG2 viability | A549 viability | ATXN2 expr inh | TGFb inhibitor | Nrf2 activator | MCF10A rerep | Nrf2 inh | S2 tox | EPAC2 antag
COc1ccc(N=C2NC(=O)C(CO)(CO)S2)cc1 | -3% | ? | nt | 6% | -1.0% | 0% | 5% | i | -2%
CCCCN1CCc2c([nH]c3ccccc23)C1=O | 0% | -3% | 71%[activator] | ? | 12% | ? | ? | i | -1%
Cc1c(Cl)cccc1NC(=O)CNC(=O)C1CCN(C(=O)Nc2ccccc2)CC1 | -3% | 0% | -5% | 8% | -0.6% | -3% | -9% | i | 1%
Cc1ccc(S(=O)(=O)N2C[C@H]3[C@H]4C(=O)N(c5ccccc5)C(=O)[C@H]4CC(=O)[C@H]3[C@@H]2c2ccccc2F)cc1 | 4% | nt | 5% | 5% | -0.3% | nt | nt | i | 8%
O=C(/C=C/[C@H]1O[C@@H](n2ccc(=O)[nH]c2=O)[C@H](O)[C@@H]1O)NCc1cccs1 | 3% | nt | 1% | -27% | 0.3% | nt | nt | i | 2%
COCCn1c(SCC(=O)Nc2cccc(S(N)(=O)=O)c2)nc2ccccc21 | -10% | -5% | 2% | 5% | 2.4% | 2% | -1% | i | -5%
COc1cc(OC)cc(C(=O)N[C@H](C(=O)Nc2cccc(S(=O)(=O)N3CCCC3)c2)C(C)C)c1 | -16% | 1% | 2% | -25% | 0.2% | -18% | -13% | i | 1%
COc1ccc(-n2c(Cc3cccn3C)nnc2SCC(=O)Nc2ccc(C)c(Cl)c2)cc1 | -38% | 0% | -13% | ? | 3.6% | -6% | 10% | i | -11%
COc1ccc(-c2[nH]c(-c3ccc(C)cc3)nc2SCC(=O)Nc2nccs2)cc1 | -20% | -3% | 3% | -29% | -0.3%[9.22 µM] | ? | -21% | i | 0%
Nc1cccc(-c2nc3ccc(N)cc3s2)c1 | -63% | -14% | ? | 1% | -0.4% | ? | 4% | i | -1%
CCOC(=O)C1CCCN(C(=O)c2cc(Nc3ccc(OC)cc3OC)nc3ccccc23)C1 (configuration not stated) | -3% | -27% | 10% | -19% | 2.3% | 16% | -22% | ? | -1%
CN(C)C(=O)c1ccc(Oc2ccc(C(=O)N(C)C)cc2)cc1 | 0% | -22% | 9% | -7% | 0.4% | -9% | -20% | i | 5%
COc1cccc(-c2csc(N3CCN(CC(=O)NNC(=O)c4ccc(Cl)cc4)CC3)n2)c1 | -29% | ? | -10% | ? | 1.9% | 27% | ? | i | -15%
CCc1cccc(NC(=O)C(Cc2ccccc2)NS(=O)(=O)c2cccs2)c1 (configuration not stated) | -18% | 2% | -29% | ? | 3.3% | nt | 4%[9.27 µM] | ? | nt
O=C(CN1C(=O)COc2ccccc21)Nc1ccc(N2CCOCC2)cc1 | -2% | 7% | 3% | -29% | -0.5% | -1% | 1% | i | -19%
Cc1ccsc1/C=N/NC(=O)c1ccco1 | -31% | -5% | 14% | -3% | 16% | 3% | 2% | ? | 14%
Cc1cc(C)cc(N2C(=O)CS(=O)(=O)C23C(=O)N(Cc2ccc(F)cc2)c2ccc(C)cc23)c1 (configuration not stated) | -24% | -2% | 2% | 3% | 0.4% | nt | ? | i | nt
CC(C)NC(=O)COc1ccc(S(=O)(=O)N2CCOCC2)cc1 | -6% | -3% | 0% | 6% | -0.3% | 1% | 3% | i | -8%
O=C(Nc1cc(Sc2ccccn2)cc([N+](=O)[O-])c1)c1cccc(F)c1 | -18% | -9% | -10% | 11µM* | 6.1% | 5% | 18µM* | ? | 4%
Cc1ccc2cc(CN(Cc3nnnn3C3CCCC3)C3CCCCC3)c(=O)[nH]c2c1C | 1% | -11% | 3% | -8% | -1.6% | -6% | 10% | i | 0%
Fc1ccc(C2=Nn3c(Cc4ccccc4)nnc3SC2)cc1 | -4% | -4% | 2% | -10% | -0.6% | -2% | -21% | i | 3%
COc1ccc(C(C)=O)cc1COC(=O)c1ccc(N)c([N+](=O)[O-])c1 | -16% | -26% | -22% | -2% | 2.6% | ? | ? | i | 6%
COC(=O)CC1C(=O)NC2CCCCC2N1C(=O)c1ccccc1 (configuration not stated) | 4% | -1% | -6% | ? | -0.6% | 0% | 12% | i | 6%
CSc1nc(-c2ccccc2)c(-c2ccccc2)[nH]1 | -21% | -4% | -1% | 10% | -0.9% | ? | -16% | i | -3%
CC1CCc2c(sc3ncn(N)c(=N)c23)C1 (configuration not stated) | -29% | 9% | -5% | ? | 0.4% | 11% | 2% | i | 3%
O=C1NC2(CCCCCC2)C(=O)N1Cc1ccccc1Br | -6% | -10% | 2% | 13% | -0.1% | -16% | -9% | i | 0%
CCOC(=O)c1cc(-c2ccccc2)sc1NC(=O)c1ccc(OC)cc1 | -9% | 2% | -3% | 0% | -0.4% | -4% | 4% | i | 9%
Cc1ccc2cccc(Oc3cnccn3)c2n1 | 2% | 2% | -4% | -22% | 0.6% | 17% | -1% | i | -6%
CNC(=O)CSc1nnc(-c2ccco2)n1-c1cccc(C)c1C | 2% | 1% | -1% | 22% | 0.0% | 4% | -3% | i | -2%
Cc1ccccc1OC(C)c1nc(-c2ccccc2)no1 (configuration not stated) | 1% | 0% | 13% | -4% | 0.1% | 3% | 18% | i | 8%
Cc1c(NCc2ccccc2O)c(=O)n(-c2ccccc2)n1C | -1% | 3% | 0% | 5% | -0.5% | -1% | -4% | i | -4%
O=C(Nc1ccccc1)c1cnc(N2CCCCC2)c2ccccc12 | -36% | 9% | nt | ? | 1.3% | nt | nt | nt | nt
Cc1ccc(S(=O)(=O)N(C)C)cc1NC(=O)CSc1nnc(C2CC2)n1C1CC1 | -12% | -5% | -7% | -9% | -0.7% | 5% | ? | i | 3%
CCNc1ccc(S(=O)(=O)C(F)(F)F)cc1NC(=O)C12CCC(CC1)C2 | -1% | 2% | -10% | 2% | 0.4% | 9% | 13% | i | 8%
O=c1cc(-c2ccccc2)n(S(=O)(=O)c2ccccc2)o1 | 3% | -15% | 0% | -2% | 0.6% | -1% | -30% | i | -2%
CC(C)COc1ccc(C(=S)N2CCCC2)cc1 | 11% | 2% | 0% | 0% | -0.4% | 1% | ? | i | -13%
O=C(CCCOc1ccc(Cl)cc1Cl)NCC1CCCO1 (configuration not stated) | -8% | 2% | 12% | -4% | 3.7% | 1% | 15% | i | 10%[57.1 µM]
C=CCNC(=O)/C(C#N)=C/c1c(N2CCN(c3ccccc3)CC2)nc2c(C)cccn2c1=O | -21% | -1% | -18% | 6% | 0.2% | ? | -5% | nt | 0%
COc1cc(C(=O)NC(=S)Nc2ccc(NC(=O)c3ccco3)cc2)cc(OC)c1OC | -39% | 9% | -8% | -8% | -0.2% | 22% | -5% | i | -13%
COc1ccccc1NC(=O)/C(=N/OCc1ccc(F)cc1)C(C)=O | -5% | 2% | 3% | 18% | 6.8% | 14% | -3% | i | -9%
CC(C)CCOc1ccc(NC(=O)C2OC3OC(C)(C)OC3C3OC(C)(C)OC23)cc1 (configuration not stated) | 8% | -3% | 3% | -2% | -0.7% | 4% | 10% | i | 2%
COc1ccc2oc(=O)c(C(=O)N3c4ccccc4CC3C)cc2c1 (configuration not stated) | -13% | 2% | -3% | 1% | 0.9% | 0% | nt | i | 0%
Cc1ccccc1C(=O)Nc1ccc(N(C)C)c2ccccc12 | 1% | 0% | 8% | 11% | 4.3% | 0% | 16% | i | 7%
O=C(Cc1ccccc1F)OCC(=O)N1CCc2ccccc21 | 3% | -3% | 27%[11.3 µM] | -9% | 2.5% | -7% | 6% | i | -4%
O=C(CN(C(=O)CCC(=O)Nc1nccs1)c1ccc(F)cc1)NCc1ccccc1 | 2% | 0% | -8% | -4% | 0.0% | -3% | -10% | i | 5%
Cc1ccc(C(=O)NCCc2c[nH]c3ccccc23)c(C)c1 | -6% | 10% | 66%[activator] | 4% | 0.0% | -14% | ? | i | -3%
Cc1nnc(N2CCC(C(=O)NC3CCCCC3)CC2)c2nn(-c3ccc(Cl)cc3)c(C)c12 | -1% | 3% | 3% | -15% | 0.0% | nt | 21% | i | nt
COc1ccc(NC(=O)CN2CCN(c3c(C)cc(C)cc3C)CC2)cc1 | -22% | 2% | -7% | ? | 2.3% | ? | ? | i | ?

Grouped by structure: the entries above with fluorine (eight)
SMILES | HepG2 viability | A549 viability | ATXN2 expr inh | TGFb inhibitor | Nrf2 activator | MCF10A rerep | Nrf2 inh | S2 tox | EPAC2 antag
Cc1ccc(S(=O)(=O)N2C[C@H]3[C@H]4C(=O)N(c5ccccc5)C(=O)[C@H]4CC(=O)[C@H]3[C@@H]2c2ccccc2F)cc1 | 4% | nt | 5% | 5% | -0.3% | nt | nt | i | 8%
Cc1cc(C)cc(N2C(=O)CS(=O)(=O)C23C(=O)N(Cc2ccc(F)cc2)c2ccc(C)cc23)c1 (configuration not stated) | -24% | -2% | 2% | 3% | 0.4% | nt | ? | i | nt
O=C(Nc1cc(Sc2ccccn2)cc([N+](=O)[O-])c1)c1cccc(F)c1 | -18% | -9% | -10% | 11µM* | 6.1% | 5% | 18µM* | ? | 4%
Fc1ccc(C2=Nn3c(Cc4ccccc4)nnc3SC2)cc1 | -4% | -4% | 2% | -10% | -0.6% | -2% | -21% | i | 3%
CCNc1ccc(S(=O)(=O)C(F)(F)F)cc1NC(=O)C12CCC(CC1)C2 | -1% | 2% | -10% | 2% | 0.4% | 9% | 13% | i | 8%
COc1ccccc1NC(=O)/C(=N/OCc1ccc(F)cc1)C(C)=O | -5% | 2% | 3% | 18% | 6.8% | 14% | -3% | i | -9%
O=C(Cc1ccccc1F)OCC(=O)N1CCc2ccccc21 | 3% | -3% | 27%[11.3 µM] | -9% | 2.5% | -7% | 6% | i | -4%
O=C(CN(C(=O)CCC(=O)Nc1nccs1)c1ccc(F)cc1)NCc1ccccc1 | 2% | 0% | -8% | -4% | 0.0% | -3% | -10% | i | 5%
